Source: PubChem
RXFP1 antag – antagonists of human relaxin receptor RXFP1; activity change, negative = inhibition, % at 57.5 µM; Q9HBX9; HEK293-RXFP1, relaxin-stimulated cAMP HTRF, 30 min; stronger effect = lower value; hit rate 0.59% among 350,000;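 active = activity change of -60% or lower, but not beyond a set lower limit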; note: % is set by controls: 0 for no effect and ±100 for the full control effect
D1 agonist – agonists of human D1 dopamine receptor; P21728; HEK293 T-REx D1 cells, calcium flux, agonist mode; activation, % at 2 µM; hit rate 1% among 360,000; in the data active = activation above about 30%; note: 0% is about no effect
Target sequence (P21728 whole entry, looked up): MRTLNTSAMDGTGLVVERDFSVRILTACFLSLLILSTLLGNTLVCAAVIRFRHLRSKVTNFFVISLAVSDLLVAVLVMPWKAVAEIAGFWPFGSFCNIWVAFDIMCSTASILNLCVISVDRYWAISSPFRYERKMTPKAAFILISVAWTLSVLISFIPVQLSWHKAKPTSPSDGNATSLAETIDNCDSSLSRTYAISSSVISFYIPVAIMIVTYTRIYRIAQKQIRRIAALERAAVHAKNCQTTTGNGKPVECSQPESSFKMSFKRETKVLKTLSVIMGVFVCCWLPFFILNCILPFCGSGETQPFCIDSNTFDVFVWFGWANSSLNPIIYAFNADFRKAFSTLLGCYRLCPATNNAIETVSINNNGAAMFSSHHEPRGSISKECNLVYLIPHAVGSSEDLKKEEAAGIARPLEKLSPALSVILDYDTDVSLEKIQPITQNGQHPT
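Inducible HEK293 T-REx D1 cells, force-coupled to calcium signalling, were plated at 4000 cells/well with tetracycline and held overnight at 30 C. After no-wash calcium dye loading, compound-evoked calcium rise over 180 s flagged agonists.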
D2 ag – activates the human D2 dopamine receptor | P14416 | HEK293 T-REx D2 cells, calcium flux agonist mode | activation, % at 2 µM | hit rate 0.53% among 340,000 | AID 485358;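 active = activation over 3 SD above normal in the single-dose calcium agonist read, cut at about 30% in these data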; note: 0% is about no effect
Target sequence (P14416 whole entry, looked up): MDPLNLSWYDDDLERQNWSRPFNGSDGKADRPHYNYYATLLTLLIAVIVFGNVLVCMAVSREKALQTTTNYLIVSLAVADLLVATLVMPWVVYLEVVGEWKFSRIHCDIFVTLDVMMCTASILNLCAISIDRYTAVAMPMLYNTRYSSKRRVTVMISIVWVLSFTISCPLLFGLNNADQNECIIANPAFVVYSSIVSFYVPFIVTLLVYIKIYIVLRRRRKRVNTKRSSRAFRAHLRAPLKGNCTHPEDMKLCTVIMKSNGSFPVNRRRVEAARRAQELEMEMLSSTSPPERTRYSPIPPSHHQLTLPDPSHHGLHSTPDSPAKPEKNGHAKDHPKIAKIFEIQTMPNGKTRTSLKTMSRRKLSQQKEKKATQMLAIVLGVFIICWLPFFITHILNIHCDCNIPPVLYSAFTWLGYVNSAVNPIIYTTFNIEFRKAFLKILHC
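Agonism is scored from calcium flux in a force-coupled, inducible HEK293 cell line expressing D2, read kinetically for 180 s after compound addition against dopamine controls.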
D1 potentiator – human D1 dopamine receptor positive modulation. HEK293 TREx D1 cells, calcium flux, dopamine EC20 potentiation. potentiation, % at 10 µM. hit rate 0.036% among 360,000. P21728; in the data active = potentiation above about 30%; note: 0% is about no effect
D2 PAM – D2 dopamine receptor (human) potentiation; hit rate 0.34% among 340,000; HEK293 T-REx D2, calcium flux, EC20 dopamine potentiation; potentiation, % at 10 µM;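 active = potentiation over 3 SD above the plate norm, cut at about 30% in these data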; note: 0% is about no effect
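Primary screen. Calcium kinetics in induced HEK293 T-REx D2 cells: compound pre-addition 180 s, EC20 dopamine, 180 s more.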
D2 antagonist – antagonizes the human D2 dopamine receptor; P14416; HEK293 TREx D2 cells, calcium flux, dopamine EC80; inhibition, % at 10 µM; hit rate 2% among 340,000; AID 485344; in the data active = inhibition above about 30%; note: 0% is about no effect
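Compounds are added to dye-loaded, induced HEK293 T-REx cells coupled to calcium release via D2; after a 3 min kinetic read an EC80 dopamine stimulus is given and fluorescence is recorded for 3 more min.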
TRHR PAM – allosterically enhances the human TRH receptor; enhancement, % at 2 µM; hit rate 0.66% among 360,000; P34981; TRHR cells, fluo-8 calcium fluorescence, EC20 TRH enhancement; in the data active = enhancement above about 30%; note: 0% is about no effect
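TRHR-expressing cells loaded with fluo-8 calcium dye were read kinetically (ex 480/em 530) during compound addition, then stimulated with an EC20 of TRH (10 nM final). Enhancement of the Gq-mediated intracellular calcium response was scored.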
RXFP1 ag – RXFP1 (human) receptor agonism; HEK293T-RXFP1 cAMP TR-FRET, 30 min; response scale: percent of porcine relaxin response, buffer zero; Potency, µM (highest dose often 57.5 µM), for the others: at the highest dose activation, most hits filed as activators; hit rate 0.3% among 370,000; AID 2676; active = well fitted activation curve with a large enough effect; note: potency is the fitted concentration of half-maximal effect; % is set by controls: 0 for no effect and ±100 for the full control effect; nearly all actives have a fitted effect of over 60% in size; many of its hits are not listed in these tables
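Agonist response is measured as cAMP accumulation in an RXFP1-transfected HEK293T line under PDE4 inhibition. Values are scaled between buffer-only and 29 nM porcine relaxin, and EC50s come from standard Hill equation fits.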
D1 antagonist – blocks dopamine activation of the human D1 receptor | AID 504652 | HEK293 TREx D1 cells, calcium flux, dopamine EC80; stronger effect = lower value | hit rate 3.2% among 360,000 | P21728 | activity change, negative = inhibition, % at 10 µM; in the data active = activity change below about -30%; note: % is set by controls: 0 for no effect and ±100 for the full control effect
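Kinetic fluorescence of a calcium dye serves as the read-out. D1-expressing Hek293 Trex cells, induced overnight at 30 C, are exposed to compound for 180 s before an EC80 dopamine addition, then read 180 s further.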
* marks the source's active call; other numbers are inactive results; . = no result given.

No.	Structure	RXFP1 antag	D1 agonist	D2 ag	D1 potentiator	D2 PAM
1	COc1ccc2[nH]c(O)c(N=O)c2c1	32	1	0.8	-3	-3
2	CC(C)(C)C(=O)c1sc2nc(-c3cccs3)cc(C(F)(F)F)c2c1N	-4	0	0.0	-1	0
3	CCOC(=O)c1c(NC(=O)CSc2nc3ccccc3s2)sc(C(C)=O)c1C	1	4	0.1	1	-4
4	O=C(c1cnc(N2CCOCC2)c2ccccc12)N1CCN(c2ccccc2F)CC1	-12	2	1.2	-5	-5
5	Cn1c(CN(O)S(=O)(=O)c2ccc(Cl)cc2)nnc1C(F)(F)F	-1	3	0.5	-6	1
6	O=C(c1cccs1)N1CCN(C2CCN(Cc3ccccc3)CC2)CC1	-4	2	.	-2	.
7	CCOc1ccc(NC(=O)CSc2nc3ccsc3c(=O)n2CCC(C)C)cc1	-12	2	0.0	-3	6
8	O=C(COC(=O)CSc1ccccc1)NCCNC(=O)COC(=O)CSc1ccccc1	9	6	-0.4	3	-8
9	O=C(NCc1ccccc1)OCCN1CCN(Cc2ccccc2)CCC1=O	.	-3	0.1	-4	-4
10	FC(F)Oc1ccc(/C=N/N2CCCCC2)c(OC(F)F)c1	.	-5	0.0	9	-6
11	COc1ccc(Cn2c(CNC(=O)Cc3cccc([N+](=O)[O-])c3)nc3cccnc32)cc1	-6	2	-0.8	-1	0
12	CCOC(=O)C1(Cc2cccc(F)c2)CCN(Cc2cnn(CC)c2)CC1	-2	0	-0.9	0	-3
13	O=C(NCCCCl)C1CC(=O)N(CCc2ccc(F)cc2)C1 (configuration not stated)	15	2	-0.9	-4	3
14	O=S(=O)(Nc1ccccc1Cl)c1ccc2[nH]c(=S)oc2c1	-13	2	-0.3	-1	6
15	O=C(NCc1cccs1)c1csc2ccccc12	-6	0	0.1	-4	3

No.	D2 antagonist	TRHR PAM	RXFP1 ag	D1 antagonist
1	-10	0	-0.5%	7
2	0	9	14%	-5
3	26	-2	2.3%	-17
4	.	-4	12%	-7
5	4	-5	0.0%	-1
6	.	8	-0.6%	-20
7	.	-1	-0.4%	-15
8	3	-2	1.7%	-13
9	-13	0	0.9%	-9
10	1	-4	1.5%	-3
11	.	-4	1.6%	2
12	-3	-5	-0.7%	-8
13	2	15	-0.5%	2
14	12	1	-1.2%	-7
15	0	2	0.2%	-2

More results
No.	Structure	RXFP1 antag	D1 agonist	D2 ag	D1 potentiator	D2 PAM
16	Cc1ccccc1Oc1nc2c(c(=O)n(C)c(=O)n2C)n1Cc1ccc(Br)cc1	.	3	.	0	6
17	Cc1ccc(CN(C)C(=O)COC(=O)CSc2ccc(C(N)=O)cc2[N+](=O)[O-])cc1	.	1	0.1	0	13
18	CC(Oc1ccc(F)cc1)C(=O)Nc1ccccc1N1CCCCC1 (configuration not stated)	-15	12	-0.3	4	-10
19	O=C(c1cc2ccccc2o1)N1CCN(CCOc2ccccc2)CC1	-21	3	76*	0	-38
20	COC(=O)CN1C(=O)C(O)(CC(=O)c2ccccc2)c2ccccc21 (configuration not stated)	-14	1	-0.6	-3	1
21	COc1ccc(OC)c(/C=C/c2nc3ccccc3c(=O)n2-c2ccc(F)c(Cl)c2)c1	-25	-4	0.6	-2	-13
22	O=C(CNC(=O)c1ccco1)OCC(=O)c1ccccc1Cl	-5	0	0.2	-7	-3
23	COc1ccc(CNC(=O)CSc2ncc3c(n2)-c2cc(Cl)ccc2N(Cc2ccccc2)S3(=O)=O)cc1	.	6	0.6	-8	-9
24	Cc1ccc(SCC(=O)n2nc(C)cc2C)cc1	20	3	-0.2	-4	11
25	COc1ccccc1CN1CCSCC1	-7	-2	-0.5	0	2
26	COc1ccc(C(CC(=O)Nc2ccccc2OC)n2cccc2)cc1 (configuration not stated)	-5	1	-1.4	12	-11
27	O=C(NC(=O)c1cccc(F)c1)Nc1nc(-c2ccc(F)cc2)cc(C(F)(F)F)n1	-1	0	0.8	4	8
28	O=C1CC[C@H](O)CCN1[C@H](CSc1ccccc1)Cc1ccccc1	.	1	-0.1	2	5
29	CN(c1ccc(C(=O)N2CCN(Cc3ccc4c(c3)OCO4)CC2)cc1)S(=O)(=O)c1ccccc1	5	5	16	-5	-11
30	COc1ccc(OC)c(NC(=O)CNC(=O)Cn2cnc3ccccc3c2=O)c1	-1	1	-0.6	-1	-8

No.	D2 antagonist	TRHR PAM	RXFP1 ag	D1 antagonist
16	.	8	-1.0%	-3
17	-2	-2	1.1%	-19
18	15	-8	4.6%	54
19	96*	6	0.0%	-7
20	15	-2	1.0%	3
21	.	-4	3.8%	-6
22	8	-2	-0.1%	-13
23	.	4	0.5%	-43*
24	-18	6	0.6%	18
25	-9	-1	-0.3%	0
26	5	-5	-0.3%	-5
27	2	2	5.6%	13
28	3	-3	0.5%	10
29	2	-11	-0.3%	-23
30	6	4	1.4%	2

Going on with the list.
No.	Structure	RXFP1 antag	D1 agonist	D2 ag	D1 potentiator	D2 PAM
31	CC(=O)C(Sc1nnnn1-c1ccccc1)C(C)=O	8	1	0.8	-3	8
32	Nc1ccc(S(=O)(=O)NC(=O)c2ccccc2)cc1	25	2	-3.3	11	-2
33	O=C(N/N=C/c1ccc(Cl)c([N+](=O)[O-])c1)c1ccc2nc[nH]c2c1	4	3	0.0	-8	4
34	COC(=O)c1sc(C(=O)OC)c(C(=O)OC)c1C(=O)OC	1	2	-1.8	-4	7
35	Cc1ccccc1Nc1nc(N)nc(COC(=O)C(NC(=O)c2ccco2)C(C)C)n1 (configuration not stated)	3	2	0.4	-4	3
36	CCOC(=O)Cc1csc(NC(=O)CSC2=NCCS2)n1	-4	7	0.6	-2	1
37	COC(=O)[C@@]1(Cc2ccc(OC)cc2)[C@H]2c3cc(C(=O)N(C)C)n(CCc4ccc(OC)c(Br)c4)c3C[C@H]2CN1C(=O)c1ccccc1	.	2	1.2	-2	-3
38	CCOC(=O)c1c(-c2ccccc2)oc2ccc(OCc3ccc(C)cc3)cc12	0	17	-0.7	-1	-3
39	CCCC(C)C(=O)Nc1ccc(C(N)=O)cc1 (configuration not stated)	7	-2	.	-1	.
40	O=C(Cn1cccc(C(F)(F)F)c1=O)c1ccc(Cl)cc1	7	0	0.3	-1	-7
41	O=C(NCc1ccc2c(c1)OCO2)C1CCCN(S(=O)(=O)c2cccnc2)C1 (configuration not stated)	-6	1	1.9	2	8
42	O=C(NCC(c1cccnc1)N1CCOCC1)C1CCCCC1 (configuration not stated)	18	3	-0.1	-3	-7
43	Cc1cccn2c(=O)cc(CSc3nnc(NC(=O)C(C)C)s3)nc12	9	2	3.8	0	.
44	COc1ccc(NC(=S)N(CCN2CCOCC2)Cc2ccccc2F)cc1	2	1	0.4	-1	-6
45	CCN(C(=O)CSc1nc(N)cc(N)n1)C1CCS(=O)(=O)C1 (configuration not stated)	-5	2	0.1	-2	-1

No.	D2 antagonist	TRHR PAM	RXFP1 ag	D1 antagonist
31	-11	6	0.1%	-8
32	19	-5	3.6%	14
33	13	5	0.3%	11
34	1	4	3.5%	-12
35	-26	-6	-0.5%	11
36	-2	3	0.3%	-9
37	-2	0	-0.1%	-8
38	.	-5	3.9%	4
39	.	1	0.4%	14
40	-5	0	3.3%	2
41	0	0	0.1%	-16
42	-10	3	-4.3%	-2
43	.	-2	11%	0
44	5	16	1.5%	7
45	-3	-8	5.1%	4

Further structures
No.	Structure	RXFP1 antag	D1 agonist	D2 ag	D1 potentiator	D2 PAM
46	OCCC1CN(CC#Cc2ccccc2)CCN1Cc1ccccc1F (configuration not stated)	0	6	0.8	1	-6
47	Cc1ccc(CN(Cc2ccccc2)C(=S)NCC(=O)NCc2cccnc2)o1	-1	0	1.1	-3	3
48	CCCCN(CC)C(=O)Cc1ccc(Br)cc1	22	-1	-0.8	3	5
49	O=C(CSc1nc(C2CC2)nc2ccccc12)Nc1ccccc1Cl	1	2	-0.3	-4	1
50	Cc1ccccc1OCC(=O)OCc1cc(=O)n2nc(-c3cccs3)sc2n1	.	2	-1.0	-4	-8
51	COc1ccc2nc(NC(=O)CSc3cn[nH]n3)sc2c1	2	0	1.2	-3	20
52	O=C(COC(=O)CNC(=O)c1ccccc1)NC1CCCC1	13	0	0.8	-2	2

No.	D2 antagonist	TRHR PAM	RXFP1 ag	D1 antagonist
46	17	11	-1.5%	2
47	-12	1	2.8%	-48*
48	-10	-1	1.3%	-9
49	-10	1	4.4%	0
50	.	0	17%	-8
51	-10	-2	-0.7%	-2
52	5	9	-1.2%	5

Only part of the results is shown; rates above refer to the full screens.
